KOR beta-arrestin-1 = kappa opioid receptor blockers – cell-based, luminescence, uHTS (AID 1778); inhibition, % at 10 µM; hits with a dose series show IC50 in µM; 0.091% of 290,000 active; KOR beta-arrestin recruitment, luminescence, antagonist mode; higher % means a stronger effect; also: strong numbers were not always called active
Yfh1-off respiration = enhancers of respiration in Yfh1-depleted yeast, dose response, Friedreich's ataxia, plus single-dose screen (AID 1465). fold induction at 50 µM; hits with a dose series show EC50 in µM. 0.074% of 220,000 active. S. cerevisiae Yfh1-off respiration, WST-1 reduction, 72 h; higher fold induction means a stronger effect;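 active = fold induction of absorbance versus untreated yeast above a set limit, then at least 30% activation at any dose in follow-up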;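 also: activators that raise dye reduction in frataxin-depleted yeast; strong numbers were not always called active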
GPR55 activation = selective activators of receptor GPR55 – imaging, U2OS cells, beta-arrestin-GFP redistribution, primary screen (AID 1961). U2OS GPR55 beta-arrestin-GFP redistribution imaging; higher % means a stronger effect. activation, % at 10 µM, or EC50 in µM where a hit was titrated. 0.048% of 290,000 active;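 active = activation above 40% with more than 50 cells counted in the well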;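 also: U2OS osteosarcoma cells stably expressing GPR55 and beta-arrestin-GFP; plate controls were DMSO negative control for no effect and LPI positive control for full effect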
NTR1 agonist = NTR1-driven beta-arrestin-GFP spot formation – imaging, U2OS cells, high content, primary screen (AID 493036). P30989. agonist mode. 0.17% of 330,000 active. activation, % at 20 µM;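 active = activation at or above 40% of the spot to cytoplasm intensity ratio, with at least 20 cells analyzed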;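 also: 0% = DMSO without peptide and 100% = 100 nM NTR1 peptide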
Target sequence (P30989 whole entry, looked up): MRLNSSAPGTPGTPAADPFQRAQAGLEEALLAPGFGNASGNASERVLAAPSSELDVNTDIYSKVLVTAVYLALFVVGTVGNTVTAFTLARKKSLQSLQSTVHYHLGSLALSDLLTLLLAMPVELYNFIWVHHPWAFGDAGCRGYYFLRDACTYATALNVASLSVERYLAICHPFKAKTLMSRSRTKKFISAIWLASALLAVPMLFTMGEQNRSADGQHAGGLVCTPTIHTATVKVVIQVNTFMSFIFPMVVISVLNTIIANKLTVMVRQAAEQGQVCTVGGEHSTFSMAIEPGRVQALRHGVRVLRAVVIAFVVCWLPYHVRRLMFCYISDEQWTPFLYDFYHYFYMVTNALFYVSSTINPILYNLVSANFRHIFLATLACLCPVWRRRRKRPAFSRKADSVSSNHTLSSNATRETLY
KOR beta-arrestin-2 = kappa opioid receptor activators – cell-based, luminescence, uHTS, primary screen (AID 1777); KOR beta-arrestin recruitment, luminescence; higher % means a stronger effect; one-dose activation, % at 10 µM; EC50 in µM for titrated hits; 0.02% of 280,000 active; in the data active = activation above about 50%, passing the limit was not always enough; also: a part of the inactive calls stands beside numbers as strong as those of hits
NOD1 NF-kB reporter = inhibition of NOD1-driven NF-kB reporter – cell-based, luminescence, uHTS, primary screen (AID 1578); NOD1-driven NF-kB luciferase reporter cells, luminescence; higher % means a stronger effect; 1% of 290,000 active; one-dose inhibition, % at 4 µM; EC50 in µM for titrated hits; in the data active = inhibition mostly above about 36%, no sharp cut-off; inactive = mostly below about 34%;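 also: HEK-293T reporter cells stimulated with the NOD1 agonist gamma-tri-DAP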
TNAP activators = human TNAP enzyme activators, primary screen, biochemical, luminescent, no phosphate acceptor, uHTS (AID 1001) | purified TNAP, luminescent activation assay, no phosphate acceptor; higher activation fold means a stronger effect | activation fold at 20 µM; hits with a dose series show EC50 in µM | 0.03% of 200,000 active; in the data active = activation fold from about 3, or a potency from the dose series; inactive = the rest, 99 in 100 with activation fold below about 1.6; also: many of its hits are not listed in these tables
NOD2 inhibition = inhibition of NOD2-driven NF-kB reporter – cell-based, luminescence, uHTS, HEK293 (AID 1566); HEK293 NOD2/NF-kB luciferase reporter, luminescence; higher % means a stronger effect; 0.63% of 290,000 active; inhibition, % at 4 µM; hits with a dose series show EC50 in µM; also: many of its hits are not listed in these tables
CSM14.1 death rescue = protection against thapsigargin-triggered cell killing – 384-well, CSM14.1, ATP luminescence, primary screen (AID 1222); CSM14.1 thapsigargin-induced death rescue, ATP luminescence; higher % means a stronger effect; one-dose cellular ATP content (survival), % at 20 µM; EC50 in µM for titrated hits; 190,000 tested, under 10 active;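 active = EC50 below 50 µM in the dose-response confirmation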;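 also: death triggered by thapsigargin at about 15 µM added after 2 h compound pretreatment; cell ATP read after overnight thapsigargin exposure of roughly 18 to 22 hours; normalized against plate controls of thapsigargin alone and 5% DMSO vehicle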
NTR1 agonist cell count 20 µM = further read-out of NTR1 agonist, marked with its call; cell count; measured here: cell count, cytotoxicity flag
An asterisk follows results filed as active; [ ] = remark or other dose. Rule as the data show it, unless noted: active = inhibition above about 50%; inactive = the rest.

COc1cccc(CNS(=O)(=O)c2ccc3c(c2)CC(C)N3C(C)=O)c1 (stereo not drawn) was read as KOR beta-arrestin-1 -68.5%, GPR55 activation 0.6%, NTR1 agonist 1.1, KOR beta-arrestin-2 -1.7%, NOD1 NF-kB reporter -2.1%, NOD2 inhibition 28.1% and NTR1 agonist cell count 20 µM 64.
O=C1CN(C(=O)c2ccccc2)c2ccccc2N1 was read as KOR beta-arrestin-1 13.7%, Yfh1-off respiration inactive, GPR55 activation -0.2%, NTR1 agonist -0.4, KOR beta-arrestin-2 -1.2%, NOD1 NF-kB reporter -23.3%, TNAP activators 1.1, NOD2 inhibition -1.1%, CSM14.1 death rescue -2.2% and NTR1 agonist cell count 20 µM 68.
`Cc1ccc(NC(=O)Cn2nc(C)c3ccccc3c2=O)cc1` gave KOR beta-arrestin-1 -4.7%, Yfh1-off respiration inactive, GPR55 activation 0.2%, NTR1 agonist 1.5, KOR beta-arrestin-2 8.3%, NOD1 NF-kB reporter 6.1%, TNAP activators 1.1, NOD2 inhibition -5.3%, CSM14.1 death rescue 1.1% and NTR1 agonist cell count 20 µM 38.
CCn1c(/C=C/c2ccccc2C)nc2ccccc2c1=O was read as KOR beta-arrestin-1 7.8%, Yfh1-off respiration inactive, GPR55 activation -0.2%, NTR1 agonist 2.2, KOR beta-arrestin-2 -0.7%, NOD1 NF-kB reporter -12.7%, NOD2 inhibition -0.2% and NTR1 agonist cell count 20 µM 69.
`COc1cccc(OCc2cc(C(=O)N3CCC(c4ccncc4)CC3)no2)c1` gave KOR beta-arrestin-1 -26.2%, GPR55 activation -0.2%, NTR1 agonist 0.6, KOR beta-arrestin-2 -3.8%, NOD1 NF-kB reporter 26.7%, NOD2 inhibition 49.4% and NTR1 agonist cell count 20 µM 75.
`COc1cc(NC(=O)Cc2nn(C)c(=O)c3ccccc23)cc(OC)c1` gave KOR beta-arrestin-1 -4.3%, Yfh1-off respiration inactive, GPR55 activation -0.2%, NTR1 agonist 1.2, KOR beta-arrestin-2 5.9%, NOD1 NF-kB reporter 4.3%, TNAP activators 1.1, NOD2 inhibition 7.0%, CSM14.1 death rescue 3.4% and NTR1 agonist cell count 20 µM 46.
Screening CC(C)COP(=O)(c1ccc(N(C)C)cc1)C(O)c1ccccc1F (stereo not drawn) returned KOR beta-arrestin-1 -6.9%, Yfh1-off respiration inactive, GPR55 activation -0.1%, NTR1 agonist 0.6, KOR beta-arrestin-2 4.3%, NOD1 NF-kB reporter -22.0%, TNAP activators 1.1, NOD2 inhibition 8.9%, CSM14.1 death rescue 1.4% and NTR1 agonist cell count 20 µM 42.
Screening Cc1ccc(C)c(S(=O)(=O)N2CCCOC2CNC(=O)C(=O)NCc2cccnc2)c1 (stereo not drawn) returned KOR beta-arrestin-1 -4.1%, Yfh1-off respiration inactive, GPR55 activation -0.3%, NTR1 agonist 0.6, KOR beta-arrestin-2 -2.5%, NOD1 NF-kB reporter -44.5%, TNAP activators 1.1, NOD2 inhibition -2.2% and NTR1 agonist cell count 20 µM 76.
For O=C(CSCc1ccc(F)cc1)NCc1ccc(F)cc1 the results were KOR beta-arrestin-1 10.8%, Yfh1-off respiration inactive, GPR55 activation 0.5%, NTR1 agonist -0.9, KOR beta-arrestin-2 -2.6%, NOD1 NF-kB reporter -2.5%, TNAP activators 1.1, NOD2 inhibition 7.7%, CSM14.1 death rescue -0.7% and NTR1 agonist cell count 20 µM 53.
O=C(NCc1ccco1)C(=S)N1CCCCC1 was read as KOR beta-arrestin-1 -15.8%[20 µM], Yfh1-off respiration inactive, GPR55 activation -0.1%, NTR1 agonist 1.6, KOR beta-arrestin-2 -6.4%, NOD1 NF-kB reporter -21.8%, TNAP activators 1.1, NOD2 inhibition 5.3%, CSM14.1 death rescue -1.1% and NTR1 agonist cell count 20 µM 48.
O=C(NN1C(=O)C2C3C=CC(C4CC34)C2C1=O)c1ccc(Cl)c(Cl)c1 (stereo not drawn) was read as KOR beta-arrestin-1 -6.3%, Yfh1-off respiration inactive, GPR55 activation 1.2%, NTR1 agonist -0.5, KOR beta-arrestin-2 -5.1%, NOD1 NF-kB reporter -13.0%, TNAP activators 1.1, NOD2 inhibition 13.5%, CSM14.1 death rescue -1.3% and NTR1 agonist cell count 20 µM 46.
For CSc1cccc(CN2CCC(CO)(Cc3ccccc3)CC2)c1 the results were KOR beta-arrestin-1 3.1%, Yfh1-off respiration inactive, GPR55 activation -0.2%, NTR1 agonist 0.3, KOR beta-arrestin-2 -1.3%, NOD1 NF-kB reporter -31.1%, TNAP activators 1, NOD2 inhibition -10.1%, CSM14.1 death rescue -2.5% and NTR1 agonist cell count 20 µM 90.
Screening Cc1noc(C)c1COc1ccc(C(=O)OCC(=O)Nc2cccc(S(=O)(=O)N3CCOCC3)c2)cc1 returned KOR beta-arrestin-1 -5.2%, Yfh1-off respiration inactive, GPR55 activation 0.0%, NTR1 agonist 1.2, KOR beta-arrestin-2 6.8%, NOD1 NF-kB reporter -13.8%, TNAP activators 1.3, NOD2 inhibition 3.1%, CSM14.1 death rescue 5.3% and NTR1 agonist cell count 20 µM 53.
For Cc1ccccc1C(=O)Nc1cccc(NC(=O)c2ccccc2[N+](=O)[O-])c1 the results were KOR beta-arrestin-1 25.5%, GPR55 activation 0.2%, NTR1 agonist 1.2, KOR beta-arrestin-2 6.3%, NOD1 NF-kB reporter -8.0%, NOD2 inhibition 15.9% and NTR1 agonist cell count 20 µM 63.
`O=C(OC(c1ccccc1)c1nccc2ccccc12)c1cccc([N+](=O)[O-])c1` (stereo not drawn) gave KOR beta-arrestin-1 30.2%, Yfh1-off respiration inactive, GPR55 activation -0.6%, NTR1 agonist 1.0, KOR beta-arrestin-2 -6.2%, NOD1 NF-kB reporter -15.7%, TNAP activators 1, NOD2 inhibition -8.1%, CSM14.1 death rescue -1.9% and NTR1 agonist cell count 20 µM 88.
`COc1ccc(NC2CCN(C3CC(=O)N(c4ccc(F)c(Cl)c4)C3=O)CC2)cc1` (stereo not drawn) gave Yfh1-off respiration inactive, GPR55 activation -0.1%, NTR1 agonist -0.1, NOD1 NF-kB reporter 3.4%, TNAP activators 1, NOD2 inhibition 24.6%, CSM14.1 death rescue -3.4% and NTR1 agonist cell count 20 µM 88.
Screening COc1cc2nc(CN3CCN(c4ncc(C(F)(F)F)cc4Cl)CC3)[nH]c(=O)c2cc1OC returned KOR beta-arrestin-1 -19.6%, GPR55 activation 0.1%, KOR beta-arrestin-2 -4.5%, NOD1 NF-kB reporter 5.2%, TNAP activators 1.1, NOD2 inhibition 8.7% and CSM14.1 death rescue -2.0%.
`CC(C)[C@H](NC(=O)N1CC(=O)Nc2ccccc21)C(=O)N[C@@H](Cc1ccccc1)C(=O)O` gave KOR beta-arrestin-1 -3.3%[20 µM], GPR55 activation -0.2%, NTR1 agonist 3.2, KOR beta-arrestin-2 -4.6%, NOD1 NF-kB reporter -26.1%, NOD2 inhibition 9.3% and NTR1 agonist cell count 20 µM 79.
O=C(O)c1ccc(OCc2ccc(C(=O)O)o2)cc1 was read as KOR beta-arrestin-1 5.8%, GPR55 activation 0.0%, NTR1 agonist -0.6, KOR beta-arrestin-2 -2.5%, NOD1 NF-kB reporter 5.5%, NOD2 inhibition -3.0% and NTR1 agonist cell count 20 µM 79.
For Cc1cc(C)c2[nH]c(=O)c(CN(Cc3ccccc3)C(=S)NCCCN(C)C)cc2c1 the results were KOR beta-arrestin-1 -58.3%[20 µM], Yfh1-off respiration inactive, GPR55 activation -0.1%, NTR1 agonist 9.0, NOD1 NF-kB reporter -21.1%, TNAP activators 1.2, NOD2 inhibition 18.0%, CSM14.1 death rescue -4.8% and NTR1 agonist cell count 20 µM 33.
Screening CCCCn1c(N)c(N(CC(C)C)C(=O)c2ccc(COc3ccccc3)o2)c(=O)[nH]c1=O returned KOR beta-arrestin-1 2.7%, GPR55 activation 0.0%, NTR1 agonist -0.1, KOR beta-arrestin-2 -2.9%, NOD1 NF-kB reporter -12.2%, NOD2 inhibition -5.5% and NTR1 agonist cell count 20 µM 53.
`N#Cc1ccc(-c2ccc(OCC(O)Cn3nnc4ccccc43)cc2)cc1` (stereo not drawn) gave KOR beta-arrestin-1 12.8%, Yfh1-off respiration inactive, GPR55 activation -0.3%, NTR1 agonist -3.0, KOR beta-arrestin-2 11.4%, NOD1 NF-kB reporter 12.2%, TNAP activators 1, NOD2 inhibition 3.8%, CSM14.1 death rescue 1.6% and NTR1 agonist cell count 20 µM 103.
For O=S1(=O)NC(CC2=CCCCC2)C2CCCCC2O1 (stereo not drawn) the results were KOR beta-arrestin-1 -22.9%[20 µM], GPR55 activation -0.1%, NTR1 agonist -0.1, KOR beta-arrestin-2 -2.3%, NOD1 NF-kB reporter 6.5%, NOD2 inhibition 14.2% and NTR1 agonist cell count 20 µM 47.
`CC(=O)c1cccc(NC(=O)N2CCCC2C(=O)NCCc2ccccc2)c1` (stereo not drawn) gave KOR beta-arrestin-1 -13.3%, Yfh1-off respiration inactive, GPR55 activation -0.1%, NTR1 agonist 3.3, KOR beta-arrestin-2 5.2%, NOD1 NF-kB reporter -8.6%, TNAP activators 1.1, NOD2 inhibition -14.6%, CSM14.1 death rescue 0.6% and NTR1 agonist cell count 20 µM 58.
O=C(Cc1ccccc1[N+](=O)[O-])Nc1ccc2c(c1)OCO2 was read as KOR beta-arrestin-1 -2.2%[20 µM], Yfh1-off respiration inactive, GPR55 activation 0.5%, NTR1 agonist 1.5, KOR beta-arrestin-2 -5.0%, NOD1 NF-kB reporter -27.5%, TNAP activators 1.1, NOD2 inhibition -11.3%, CSM14.1 death rescue -1.3% and NTR1 agonist cell count 20 µM 62.
Screening CCc1cccc2c(C(=O)COC(=O)c3ccc(O)cc3)c[nH]c12 returned KOR beta-arrestin-1 -51.5%, Yfh1-off respiration inactive, GPR55 activation 0.8%, NTR1 agonist 6.0, KOR beta-arrestin-2 2.4%, NOD1 NF-kB reporter -17.9%, TNAP activators 1, NOD2 inhibition 6.2%, CSM14.1 death rescue -4.0% and NTR1 agonist cell count 20 µM 36.

Retrieved one by one from the entries so far:
O=C(Cc1ccccc1[N+](=O)[O-])Nc1ccc2c(c1)OCO2 was read as KOR beta-arrestin-1 -2.2%[20 µM], Yfh1-off respiration inactive, GPR55 activation 0.5%, NTR1 agonist 1.5, KOR beta-arrestin-2 -5.0%, NOD1 NF-kB reporter -27.5%, TNAP activators 1.1, NOD2 inhibition -11.3%, CSM14.1 death rescue -1.3% and NTR1 agonist cell count 20 µM 62.
`N#Cc1ccc(-c2ccc(OCC(O)Cn3nnc4ccccc43)cc2)cc1` (stereo not drawn) gave KOR beta-arrestin-1 12.8%, Yfh1-off respiration inactive, GPR55 activation -0.3%, NTR1 agonist -3.0, KOR beta-arrestin-2 11.4%, NOD1 NF-kB reporter 12.2%, TNAP activators 1, NOD2 inhibition 3.8%, CSM14.1 death rescue 1.6% and NTR1 agonist cell count 20 µM 103.

Source: PubChem (several laboratories)

Only part of the results is shown (hit frequency here may not be typical).
